NLRP3 yeast inh: inhibitors of NALP3 inflammasome in yeast. Yeast reconstituted NLRP3/ASC/caspase-1, beta-gal luminescence, 24 h. inhibition, % at 10 µM. 0.39% of 330,000 active;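 active means inhibition of 50% or more; inactive means inhibition below 50%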;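 further: plate controls were induced DMSO wells for no effect and uninduced yeast grown without galactose for full effect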
APOBEC3A inh: inhibitors of human APOBEC3A DNA deaminase. inhibition, % at 20 µM. recombinant A3A, FAM/TAMRA ssDNA deamination fluorescence. 0.41% of 330,000 active. P31941;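 active means at least 40% inhibition at 20 µM here, with at most 30% in a related deaminase screen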;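 further: plate controls were A3A with DMSO for no effect and wells lacking A3A enzyme for full effect; some results filed as inactive read as strong as hits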
Target sequence (P31941 whole entry, looked up): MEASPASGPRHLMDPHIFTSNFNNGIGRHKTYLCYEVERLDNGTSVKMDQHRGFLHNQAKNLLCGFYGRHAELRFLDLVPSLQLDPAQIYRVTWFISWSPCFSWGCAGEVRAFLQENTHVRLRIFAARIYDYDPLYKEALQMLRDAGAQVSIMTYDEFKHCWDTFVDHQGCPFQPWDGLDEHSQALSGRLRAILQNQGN
A3G deaminase: APOBEC3G (human) deaminase inhibition. Q9HC16. recombinant A3G, ssDNA deamination FAM/TAMRA fluorescence. inhibition, % at 20 µM. 0.28% of 330,000 active;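 active means inhibition of at least 40% at 20 µM, with no more than 30% in the related APOBEC3A deaminase screen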;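 further: plate controls were DMSO wells with A3G for no effect and wells lacking A3G enzyme for full effect; some compounds called inactive have numbers as strong as hits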
hIAP act: human IAP activation. P09923. purified human IAP, CDP-Star luminescence, 30 min; active compounds read high; 1 = vehicle-only enzyme, 0 = enzyme-free background. activation factor at 10 µM. 0.16% of 330,000 active;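 active means activation factor of the enzyme at least 2-fold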; further: the source names both 10 and 20 µM as test concentration; values of inactives mirror those of a sister screen read the other way
Target sequence (P09923 whole entry, looked up): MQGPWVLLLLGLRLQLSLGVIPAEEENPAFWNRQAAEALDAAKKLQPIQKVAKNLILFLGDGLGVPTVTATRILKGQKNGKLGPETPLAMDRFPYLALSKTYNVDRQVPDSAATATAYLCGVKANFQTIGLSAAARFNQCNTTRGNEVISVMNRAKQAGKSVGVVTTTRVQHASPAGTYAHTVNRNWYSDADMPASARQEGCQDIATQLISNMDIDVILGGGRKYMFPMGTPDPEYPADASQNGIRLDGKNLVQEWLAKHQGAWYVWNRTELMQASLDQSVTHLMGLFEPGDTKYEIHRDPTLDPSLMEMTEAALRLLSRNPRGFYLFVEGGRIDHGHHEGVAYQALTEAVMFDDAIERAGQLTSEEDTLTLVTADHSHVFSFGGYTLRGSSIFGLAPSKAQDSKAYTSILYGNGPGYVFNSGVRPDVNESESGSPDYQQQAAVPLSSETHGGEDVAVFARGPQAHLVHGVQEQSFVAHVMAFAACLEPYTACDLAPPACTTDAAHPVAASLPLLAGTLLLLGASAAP
mIAP block: blocks mouse intestinal alkaline phosphatase; purified mouse IAP, CDP-Star luminescence, 30 min; inhibition, % at 10 µM; 0.2% of 330,000 active; AID 2806;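 active means inhibition of at least 40% at 10 µM in the primary screen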;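 further: plate controls were DMSO with enzyme for no effect and no enzyme wells for full effect; values of inactives mirror those of a sister screen read the other way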
SENP1 FRET inh: inhibitors of human SENP1 SUMO protease catalytic domain. Q9P0U3. recombinant SENP1 catalytic domain, CyPet-SUMO1-YPet FRET cleavage. inhibition, % at 10 µM. 0.21% of 360,000 active;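 active means inhibition at least 30% at 10 µM, raw YFP signal under a set limit, fluorescence ratio 0.5 to 1.5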;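 further: 0% = enzyme with DMSO and 100% = no enzyme wells; some results filed as inactive read as strong as hits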
Target sequence (Q9P0U3 419-644 limits assumed): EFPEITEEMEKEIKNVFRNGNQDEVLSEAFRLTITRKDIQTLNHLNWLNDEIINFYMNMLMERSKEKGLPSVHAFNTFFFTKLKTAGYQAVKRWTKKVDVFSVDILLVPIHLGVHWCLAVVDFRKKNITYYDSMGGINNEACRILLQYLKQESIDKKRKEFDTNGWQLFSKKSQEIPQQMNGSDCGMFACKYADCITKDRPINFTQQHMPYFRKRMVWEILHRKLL
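Test system: human SENP1 catalytic domain; medium: Tris pH 8 buffer plus EDTA, NaCl, BME, BSA, NP40, catalase; incubation: 50 min reaction at room temperature; technique: FRET, CFP and YFP emission; controls: no-enzyme low control and enzyme-plus-DMSO high control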
hIAP inh: blocks human intestinal alkaline phosphatase. P09923. purified IAP, CDP-Star luminescence, 30 min. inhibition, % at 10 µM. 0.12% of 330,000 active. AID 2544;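 active means inhibition reaching a set limit with compound at 10 µM in the primary screen, cut at about 35% in these data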;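 further: plate controls were DMSO wells with enzyme for no effect and no-enzyme buffer wells for full effect; values of inactives mirror those of a sister screen read the other way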
MIN6 prolif: inducers of beta-cell replication in MIN6 cells; proliferation, % at 10 µM; MIN6 cells proliferation, ATPlite luminescence, 48 h; cells starved in 0.2% serum; 100% = growth in 10% serum; 0.29% of 330,000 active;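 active means compounds whose signal lies at least 3.5 SD above the mean of all wells on their plate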;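 further: 0% = DMSO-treated cells in low-serum medium and 100% = 10% serum control; some compounds called inactive have numbers as strong as hits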
mIAP act: mouse IAP activation; muIAP, CDP-Star luminescence, 30 min; active compounds read high; 1 = vehicle-only enzyme signal, 0 = enzyme-free wells; activation factor at 10 µM; 0.24% of 330,000 active;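 active means activation factor of at least 2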; further: the source names both 10 and 20 µM as test concentration; values of inactives mirror those of a sister screen read the other way
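Assay system: mouse IAP enzyme / Compound: DMSO-dissolved test compounds / Timing: 30 min, room temperature / Measured by: luminescence from enzymatic CDP-Star hydrolysis / Control set: DMSO-only wells, enzyme-free buffer wells as negative control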
Numbers without * were called inactive; / = not tested or not shown. Some of the compounds tested. The share of hits here may be higher or lower than overall.

SMILES | NLRP3 yeast inh | APOBEC3A inh | A3G deaminase | hIAP act | mIAP block | SENP1 FRET inh | hIAP inh | MIN6 prolif | mIAP act
CCOC(=O)N1CCC(NC(=O)c2cc(S(=O)(=O)N(CC)CC)ccc2F)CC1 | 13.1 | 1.0 | -0.2 | 0.796 | -3.4 | 2.1 | 20.4 | -0.8 | 1.03
Cn1cc(CCC(=O)NCc2ccc(Cl)cc2)c2ccccc21 | 33.9 | -2.4 | -7.6 | 1.1 | -7.2 | 0.5 | -10.5 | -3.4 | 1.07
CSc1ncccc1C(=O)OCC(=O)N(CC(C)C)C1CCS(=O)(=O)C1 (stereo not given) | -4.7 | -1.7 | -3.7 | 0.871 | 6.9 | 0.3 | 12.8 | 6.7 | 0.931
CCc1ccc(OCc2n[nH]c(=S)n2C(C)CCCC(C)C)cc1 (stereo not given) | 26.3 | 2.0 | -4.8 | 1.51 | -7.3 | 1.3 | -50.8 | -5.4 | 1.07
Cn1c2ccccc2c2cnn(CC(=O)O)c(=O)c21 | -0.9 | -3.1 | -5.7 | 0.949 | -5.2 | -0.8 | 5.1 | -5.1 | 1.05
CSc1cccc(NC(=S)N2CCC(N(C)C3CCCCC3C)CC2)c1 (stereo not given) | 9.5 | 6.2 | -2.8 | 1.12 | -32.7 | 3.2 | -12.5 | -3.8 | 1.33
CCN(C(=O)C(C)Sc1ccc(S(=O)(=O)N2CCOCC2)cn1)c1ccccc1 (stereo not given) | 21.8 | -3.5 | -12.2 | 1.16 | -2.3 | 1.0 | -16.2 | -1.6 | 1.02
O=C(Nc1ccccc1)c1cnc[nH]1 | 9.0 | -4.0 | -7.5 | 1.02 | -0.4 | 1.4 | -1.9 | -2.6 | 1
COc1ccc(NC(C)=O)cc1NS(=O)(=O)c1ccc2c(c1)OCCO2 | 9.9 | 0.9 | -5.2 | 0.913 | -0.4 | 2.3 | 8.7 | -0.7 | 1
CN(Cc1ccc(F)cc1)C(=O)c1ccc(NS(=O)(=O)c2ccccc2)cc1 | 6.9 | -1.9 | -10.1 | 0.979 | -0.6 | 0.1 | 2.1 | -2.5 | 1.01
CC(=O)c1cccc(NC(=O)N2CCC(NC(=O)c3ccco3)CC2)c1 | 26.3 | 1.2 | -11.0 | 0.912 | 5.5 | -0.9 | 8.8 | -0.4 | 0.945
Cc1n[nH]c(=O)c2ccccc12 | 15.8 | 2.0 | -3.3 | 0.969 | 3.0 | 2.1 | 3.1 | 0.8 | 0.97
O=C(N/N=C/c1ccc([N+](=O)[O-])o1)c1ccccc1NS(=O)(=O)c1cccs1 | 2.4 | -1.3 | -0.7 | 1.17 | 53.4* | -8.5 | -16.9 | 0.4 | 0.466
Cc1ccc(/C=C2/SC(=S)N(CCC(=O)N3CCN(C)CC3)C2=O)cc1 | 0.2 | -0.9 | -10.7 | 1.08 | 8.9 | 1.3 | -8.2 | 0.6 | 0.911
CC(NC(=O)CSc1nc2ccccc2c(=O)n1CCCO)c1ccccc1 (stereo not given) | 2.9 | 7.2 | -1.6 | 1.03 | -5.6 | -1.5 | -3.0 | -1.8 | 1.06
CC(C)C(NC(=O)C1CCCCC1)C(=O)Nc1ccncc1 (stereo not given) | 21.2 | -2.8 | -2.9 | 0.792 | -1.5 | 1.6 | 20.8 | 0.8 | 1.01
c1ccc(-c2noc(-c3ccc4c(c3)OCO4)n2)nc1 | 21.4 | 4.1 | -1.5 | 1.05 | -2.5 | -1.3 | -5.0 | -4.9 | 1.02
CCOc1ccccc1NC(=O)CSc1nnc(-c2cccnc2)o1 | 12.7 | -6.9 | -12.3 | 1.2 | 8.0 | 1.1 | -19.9 | 0.2 | 0.92
CCC(=O)OC1(C)C(=O)C=C2C=C(c3ccc(C#N)cc3)OC=C2C1=O (stereo not given) | 13.8 | 3.9 | 14.6 | 1.42 | 4.1 | -14.1 | -41.6 | -3.2 | 0.959
COc1ccc(CCNC(=O)Cc2cccs2)cc1 | 6.4 | -3.4 | -9.8 | 1.06 | -13.5 | -0.8 | -6.2 | -2.0 | 1.14
NNc1nnc(-c2ccccc2)c(-c2ccccc2)n1 | 0.7 | 3.5 | 11.8 | 0.971 | 9.6 | 2.7 | 2.9 | 0.1 | 0.904
COc1ccc(CC(=O)N(Cc2cc3cc(OC)ccc3[nH]c2=O)C(C)C)cc1 | 10.9 | -2.6 | -6.5 | 0.988 | -2.5 | 0.0 | 1.2 | -1.1 | 1.02
Brc1cc(Br)c2nc3c(cc2c1)CCC3 | 13.7 | -1.7 | -9.4 | 0.962 | 3.0 | 33.0* | 3.8 | -0.3 | 0.97
CCOC(=O)NN=C1CN(S(=O)(=O)c2ccc(C)cc2)C1 | 13.3 | -2.6 | -7.2 | 0.947 | 3.5 | 0.2 | 5.3 | -0.5 | 0.965
C#CCOCCOCCOCCNc1nc(N2CCN(C(=O)[C@H](CCC(=O)O)n3cc(C(N)CO)nn3)CC2)nc(N2CCN(C(=O)[C@H](Cc3ccc(O)cc3)n3cc(C(N)[C@H](C)CC)nn3)CC2)n1 (stereo not given in full) | 20.9 | -1.1 | -4.0 | 1.08 | -2.3 | / | -7.9 | -0.7 | 1.02
Other records follow.
SMILES | NLRP3 yeast inh | APOBEC3A inh | A3G deaminase | hIAP act | mIAP block | SENP1 FRET inh | hIAP inh | MIN6 prolif | mIAP act
Cc1ccc(-n2cc(CN(C)Cc3ncc[nH]3)c(-c3cccc(C)c3)n2)cc1 | -23.7 | -2.3 | -6.3 | 1.43 | -4.4 | -1.0 | -42.6 | -4.3 | 1.04
CCCCOc1ccc(C(=O)Nc2ccc(OCC(=O)N3CCOCC3)cc2)cc1 | -8.7 | -4.5 | -6.9 | 0.921 | 1.2 | 1.9 | 7.9 | -6.7 | 0.988
N=c1n(Cc2ccc(Cl)cc2)c2ccccc2n1CC(O)COc1ccccc1 (stereo not given) | 9.6 | 3.3 | 1.6 | 1.18 | -2.8 | 2.0 | -18.0 | -5.7 | 1.03
COc1ccc(NC(=O)CSc2ccc(C)cc2)cc1 | 26.3 | -0.6 | -2.3 | 1.06 | -14.4 | 1.1 | -6.5 | -1.7 | 1.14
CCc1ccccc1NC(=O)c1cc(C2CC2)on1 | 15.9 | -4.6 | -10.7 | 0.84 | -14.8 | 3.2 | 16.0 | 2.0 | 1.15
N#CC1=C(N)Oc2cc(O)ccc2C1c1cccnc1 (stereo not given) | -12.0 | -5.6 | -7.2 | 0.896 | 2.1 | -26.0 | 10.4 | -2.1 | 0.979
CC(=O)c1c(N2CCN(CCO)CC2)nc(=S)n(-c2ccccc2)c1C | 17.2 | -3.0 | 0.2 | 1.55 | 0.7 | -51.9 | -54.6 | -0.9 | 0.993
CCCCC(=O)Nc1cc(C(=O)NCCc2ccccc2)ccc1Cl | 19.8 | 0.0 | -4.3 | 1.05 | 3.5 | 1.7 | -5.0 | -1.7 | 0.965
Cc1cc(C(=O)NCc2ccccc2Cl)c2ccccc2n1 | 15.2 | 3.9 | 3.3 | 1.04 | -14.5 | -3.0 | -3.8 | 1.6 | 1.15
Cc1nc(CS(=O)(=O)c2ccc(Cl)cc2)cc(Sc2ccc(Cl)cc2)n1 | 16.6 | 1.2 | -2.8 | 0.978 | 14.6 | 2.7 | 2.2 | -2.6 | 0.854
CCn1c(SCC(=O)N2CCCC(C)C2)nc2c1c(=O)n(C)c(=O)n2C (stereo not given) | 3.1 | -3.9 | -0.5 | 1.1 | -1.6 | 1.2 | -10.4 | -0.4 | 1.02
C(/CCc1ccccc1)=N\n1cnnc1 | 8.8 | -1.7 | -0.8 | 1.22 | -7.4 | 4.2 | -21.5 | -1.4 | 1.07
Fc1ccc(Nc2nc(N3CCOCC3)nc(N3CCOCC3)n2)cc1Cl | 19.8 | 0.5 | 1.0 | 1.22 | -3.4 | 0.2 | -22.2 | -1.9 | 1.03
Cc1nn(-c2ccccc2)c(C)c1/C=N/NC(=O)c1cc(-c2ccc(Br)s2)[nH]n1 | 8.5 | -2.9 | -5.1 | 1.27 | 3.3 | 0.0 | -27.2 | -5.0 | 0.967
COc1ccc(S(=O)(=O)N2CCN(c3ccccc3OC)CC2)cc1 | 8.9 | -0.9 | -1.6 | 1.11 | 0.4 | 2.6 | -11.0 | -2.0 | 0.996
O=C(CN(Cc1ccccc1)C(=O)c1cccc([N+](=O)[O-])c1)Nc1c(Cl)cc(Cl)cc1Cl | 4.7 | 0.5 | -9.1 | 0.956 | 12.3 | 0.9 | 4.4 | 0.0 | 0.877
CCOC(=O)Oc1ccc2oc(=O)cc(C)c2c1 | 21.2 | -3.7 | -2.8 | 1.16 | -1.2 | -1.0 | -16.0 | -2.6 | 1.01
O=C(C[n+]1ccccc1)N/N=C/c1cc(Br)cc(Br)c1O | 77.9* | -9.1 | -7.1 | 1.56 | 9.1 | -23.4 | -55.9 | -5.8 | 0.909
O=S(=O)(c1ccc(Cl)cc1)N1CCC2(CC1)CO2 | 23.9 | 2.4 | -1.8 | 1.03 | -5.6 | 1.5 | -2.8 | -0.5 | 1.06
COc1ccc(CCN2CC3=C(C2=O)C(c2ccccc2)NC(=O)N3C)cc1OC (stereo not given) | 20.3 | -3.1 | -3.0 | 1.1 | 3.2 | -0.1 | -10.3 | -0.9 | 0.968
Cc1cc(C)nc(-n2nc(C)c3c(C(F)(F)F)cc(=O)[nH]c32)n1 | 19.8 | 1.9 | 3.1 | 0.974 | -0.8 | 0.2 | 2.6 | 2.3 | 1.01
O=C(O)c1ccccc1P(=O)(c1ccccc1)c1ccccc1 | 4.5 | 4.6 | -10.4 | 1.13 | -3.3 | -0.2 | -12.8 | 0.8 | 1.03
CC1CCCN(C(=O)c2cc(F)c(F)cc2Cl)C1 (stereo not given) | -13.6 | 1.8 | -3.1 | 0.948 | 6.4 | 2.8 | 5.2 | 1.2 | 0.936
NC(=O)c1ccc(NCc2ccco2)c([N+](=O)[O-])c1 | -2.6 | -2.5 | -3.2 | 1.11 | -5.9 | 2.0 | -11.4 | -0.4 | 1.06
Cc1ccc(OC(=O)c2ccc(C)c(C)c2)cn1 | 54.3* | 0.3 | -2.7 | 0.913 | -6.7 | 2.8 | 8.7 | -2.3 | 1.07
Further entries.
SMILES | NLRP3 yeast inh | APOBEC3A inh | A3G deaminase | hIAP act | mIAP block | SENP1 FRET inh | hIAP inh | MIN6 prolif | mIAP act
CCOC(=O)C1CCN(Cc2ccc(N(C)C)cc2)CC1 | 6.4 | -2.8 | -5.6 | 0.84 | 2.1 | 0.9 | 16.0 | 0.0 | 0.979
O=c1oc2c(CN3CCOCC3)c(O)ccc2c2ccccc12 | 18.2 | -1.8 | -5.2 | 0.795 | -3.2 | 6.2 | 20.5 | 1.2 | 1.03
O=C(NCCCn1ccnc1)/C(=C/c1ccc(F)cc1)NC(=O)c1ccccc1 | 13.3 | -3.3 | -12.2 | 1.1 | -0.5 | 2.2 | -10.4 | -2.2 | 1
C/C(CCc1ccc2c(c1)OCO2)=N\N=C1\NC(=O)CC(C(=O)Nc2ccccc2F)S1 (stereo not given) | 10.2 | -1.7 | -3.9 | 1.04 | 8.9 | 2.0 | -4.5 | 0.0 | 0.911
O=C(O)CCCCCNc1nc2ncn(Cc3ccccc3)c2c(=O)[nH]1 | 25.4 | -1.1 | -3.7 | 0.915 | -1.1 | 2.0 | 8.5 | 0.4 | 1.01
O=C1[C@H](Oc2ccccc2)[C@@H](c2ccncc2)N1c1ccncc1 | / | 0.3 | -1.2 | / | -14.0 | 1.4 | / | / | 1.14

Assay outcomes deposited in PubChem by Sanford-Burnham Center for Chemical Genomics.
